TIM10 inh = TIM10 yeast growth inhibition. S. cerevisiae TIM10 strain growth, BacTiter-Glo luminescence, 24 h. inhibition, % at 10 µM. 330,000 tested, 1.4% active. AID 463195;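 active = inhibition of 40% or more at the single tested concentration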;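 also: wild-type TIM10 isogenic control strain grown at permissive 25 °C; 0% = DMSO yeast wells and 100% = minimal medium wells without yeast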
mIAP activ = mouse IAP activation. muIAP, CDP-Star luminescence, 30 min; active compounds read high; 1 = vehicle-only enzyme signal, 0 = enzyme-free wells. activation factor at 10 µM. 330,000 tested, 0.24% active;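 active = activation factor of at least 2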; also: the source names both 10 and 20 µM as test concentration; values of inactives mirror those of a sister screen read the other way
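System: Mouse IAP enzyme | Also added: CDP-Star substrate | Dosing: Compounds dispensed in DMSO | Schedule: 30 min enzyme-substrate-compound incubation at room temperature | Technique: Chemiluminescence readout | Control set: DMSO-only wells and no-enzyme negative control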
hIAP inh = blocks human intestinal alkaline phosphatase; purified IAP, CDP-Star luminescence, 30 min; AID 2544; inhibition, % at 10 µM; 330,000 tested, 0.12% active;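 active = inhibition reaching a set limit with compound at 10 µM in the primary screen, cut at about 35% in these data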;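 also: plate controls were DMSO wells with enzyme for no effect and no-enzyme buffer wells for full effect; values of inactives mirror those of a sister screen read the other way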
Target sequence (P09923 whole entry, looked up): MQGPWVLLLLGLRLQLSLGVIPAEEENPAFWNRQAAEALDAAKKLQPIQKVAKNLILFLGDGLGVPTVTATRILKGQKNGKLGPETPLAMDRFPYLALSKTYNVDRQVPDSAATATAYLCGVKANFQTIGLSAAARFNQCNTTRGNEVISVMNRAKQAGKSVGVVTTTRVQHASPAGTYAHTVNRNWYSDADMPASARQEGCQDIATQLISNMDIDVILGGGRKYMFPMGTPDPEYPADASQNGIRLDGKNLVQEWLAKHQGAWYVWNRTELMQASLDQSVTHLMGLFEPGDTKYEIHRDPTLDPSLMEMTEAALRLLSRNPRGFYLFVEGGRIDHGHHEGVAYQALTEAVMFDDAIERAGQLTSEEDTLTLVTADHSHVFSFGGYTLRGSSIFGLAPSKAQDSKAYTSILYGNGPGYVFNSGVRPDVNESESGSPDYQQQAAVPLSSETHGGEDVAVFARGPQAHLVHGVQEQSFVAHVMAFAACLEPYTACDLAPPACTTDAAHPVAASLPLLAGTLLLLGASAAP
NLRP3 yeast inh = blocks the NALP3 inflammasome reconstituted in yeast; inhibition, % at 10 µM; AID 2825; 330,000 tested, 0.39% active; Yeast reconstituted NLRP3/ASC/caspase-1, beta-gal luminescence, 24 h;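 active = inhibition of 50% or more; inactive = inhibition below 50%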;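 also: plate controls were induced DMSO wells for no effect and uninduced yeast grown without galactose for full effect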
A3G deaminase = inhibitors of human APOBEC3G DNA deaminase; Q9HC16; recombinant A3G, ssDNA deamination FAM/TAMRA fluorescence; inhibition, % at 20 µM; 330,000 tested, 0.28% active; AID 493012;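 active = inhibition of at least 40% at 20 µM, with no more than 30% in the related APOBEC3A deaminase screen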;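 also: plate controls were DMSO wells with A3G for no effect and wells lacking A3G enzyme for full effect; some compounds called inactive have numbers as strong as hits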
Target sequence (Q9HC16 whole entry, looked up): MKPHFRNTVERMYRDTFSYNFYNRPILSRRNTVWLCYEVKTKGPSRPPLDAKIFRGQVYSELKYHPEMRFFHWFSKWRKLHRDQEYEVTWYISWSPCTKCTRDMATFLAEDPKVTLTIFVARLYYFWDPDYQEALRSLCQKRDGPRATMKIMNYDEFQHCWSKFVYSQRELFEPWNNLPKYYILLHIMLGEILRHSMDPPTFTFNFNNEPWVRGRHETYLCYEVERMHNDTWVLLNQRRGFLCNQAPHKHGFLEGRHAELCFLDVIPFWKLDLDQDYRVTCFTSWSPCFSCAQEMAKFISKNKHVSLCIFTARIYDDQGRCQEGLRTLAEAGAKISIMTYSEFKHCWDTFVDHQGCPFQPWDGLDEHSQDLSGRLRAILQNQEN
mIAP block = mouse IAP inhibition | purified mouse IAP, CDP-Star luminescence, 30 min | inhibition, % at 10 µM | 330,000 tested, 0.2% active | AID 2806;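 active = inhibition of at least 40% at 10 µM in the primary screen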;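 also: plate controls were DMSO with enzyme for no effect and no enzyme wells for full effect; values of inactives mirror those of a sister screen read the other way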
tim10-1 inh = tim10-1 yeast growth inhibition | S. cerevisiae tim10-1 ts strain growth, BacTiter-Glo, 24 h | inhibition, % at 20 µM | 330,000 tested, 2.2% active | AID 463190;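 active = inhibition of at least 40%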;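 also: mutant grown at 25 °C; 0% = DMSO wells with yeast and 100% = wells holding no yeast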
A3A deaminase = blocks human APOBEC3A ssDNA deamination; P31941; recombinant A3A, FAM/TAMRA ssDNA deamination fluorescence; inhibition, % at 20 µM; 330,000 tested, 0.41% active; AID 493011;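 active = at least 40% inhibition at 20 µM here, with at most 30% in a related deaminase screen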;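 also: plate controls were A3A with DMSO for no effect and wells lacking A3A enzyme for full effect; some results filed as inactive read as strong as hits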
MIN6 prolif = inducers of beta-cell replication in MIN6 cells; MIN6 cells proliferation, ATPlite luminescence, 48 h; cells starved in 0.2% serum; 100% = growth in 10% serum; 330,000 tested, 0.29% active; proliferation, % at 10 µM;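 active = compounds whose signal lies at least 3.5 SD above the mean of all wells on their plate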;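 also: 0% = DMSO-treated cells in low-serum medium and 100% = 10% serum control; some compounds called inactive have numbers as strong as hits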
Numbers without * were called inactive. Rows were taken by chance, and some 4.6% of all compounds hit somewhere here.

The line under a structure holds: TIM10 inh	mIAP activ	hIAP inh	NLRP3 yeast inh	A3G deaminase	mIAP block	tim10-1 inh	A3A deaminase	MIN6 prolif
#1 Cn1c2ccsc2c2ncn(Cc3ccccc3F)c(=O)c21
 : 11	0.99	-1	-5	-4	0	-1	-1	-1
#2 CCOC(=O)Cn1cc(/C=C(\C#N)C(=O)N2CCOCC2)c2ccccc21
 : 12	1.1	2	25	-12	-5	12	-3	-1
#3 NC(=O)COC(=O)c1ccc2noc(-c3ccccc3)c2c1
 : -2	1	0	20	-10	0	33	-5	-3
#4 Nc1nonc1-n1nnc(C(=O)N/N=C/c2ccc(F)cc2)c1-c1cccs1
 : -11	1	22	5	0	-2	0	-1	-2
#5 O=S(=O)(Cc1ccccc1)Nc1ccc(Br)cn1
 : 16	0.91	-4	13	-3	9	16	-1	2
#6 S=c1nc(-c2csc3c2CCCC3)[nH][nH]1
 : 10	0.91	-6	29	0	9	18	1	0
#7 O=C(Nc1ccc(S(=O)(=O)N2CCc3ccccc32)cc1)C(F)(F)F
 : 14	1	7	-25	-2	-3	3	-3	-2
#8 OCCN(CCO)c1nc(-c2ccccc2)nc2c1oc1ccccc12
 : 5	1.1	-13	17	-5	-8	6	-2	2
#9 CCN(CCCNC(=O)CCCN1C(=O)COc2ccc(C)cc21)c1cccc(C)c1
 : 26	0.99	3	20	-3	0	23	1	-4
#10 O=C(CC1C(=O)NCCN1Cc1cccc(F)c1)NC1CCCCCC1 (stereo not given)
 : 18	0.97	-7	14	-8	3	0	-3	2
#11 COc1ccccc1OCC(=O)Nc1ccc(N2CCCCC2)cc1
 : 15	1	2	35	-3	-4	4	-2	1
#12 CCCc1cc(=O)[nH]c(SCC(=O)NCc2ccc3c(c2)OCO3)n1
 : 10	0.98	8	3	-8	2	2	-5	-1
#13 Cn1c(C(=O)N2CCCC(C(=O)NCc3cccs3)C2)cc2sccc21 (stereo not given)
 : 2	0.96	38*	15	1	4	13	-3	2
#14 CCC(C(=O)NC1CC1)n1nc(C)c2c(C)n(-c3ccccc3)nc2c1=O (stereo not given)
 : 2	1.1	-20	7	4	-6	4	1	-3
#15 C=CCN(CC=C)C(=O)c1cccc(S(=O)(=O)N2c3ccccc3CC2C)c1 (stereo not given)
 : 6	1	-1	8	0	-2	8	2	-2
#16 CN(C)/C(=N\S(=O)(=O)c1ccccc1)c1ccc(Cl)cc1
 : -6	0.94	12	10	-3	6	16	1	0
#17 COc1ccccc1N1CCN(C(=O)c2ccc3[nH]c(C)c(C)c3c2)CC1
 : 26	1	8	9	1	-1	42*	-3	-4
#18 CCN1CCN(c2oc(/C=C/c3ccccc3)nc2C#N)CC1
 : 31	1	1	17	-6	-2	5	0	0
#19 Cc1cc2c(C)nc3ccccc3c2o1
 : -19	1.1	7	11	-4	-8	0	-1	-2
#20 COc1ccc(C(C)=O)cc1CSc1nnc(-c2ccccc2O)n1-c1ccccc1
 : 14	1	3	-8	1	-3	18	3	0
#21 Cc1c(C(=O)N2CCN(Cc3ccc4c(c3)OCO4)CC2)sc2ncnc(N3CCN(c4ccccc4F)CC3)c12
 : 24	1	1	19	-6	0	41*	-3	-6
#22 CCn1c(=O)n(CC)c2cc(N3CCCC3)c(NC(=O)c3cccc(C)c3)cc21
 : 5	1.1	-7	10	-4	-6	-16	0	-1
#23 O=C(NCc1ccco1)C1CCCN1C(=O)NCc1ccccc1 (stereo not given)
 : -8	1	-12	9	-1	-2	6	-2	-4
#24 CCOc1ccc(CCNC(=O)CCS(=O)(=O)c2ccc(Br)cc2)cc1OCC
 : 20	1.1	-2	31	3	-7	-2	-5	0
#25 COc1ccccc1C1CC(c2ccccc2)Nc2ncnn21 (stereo not given)
 : 6	0.94	-11	-2	-1	6	21	0	-2
#26 CC(=O)c1cccc(NC(=O)CN2C(=S)NC(C)(C)CC2C)c1 (stereo not given)
 : -8	1	-12	13	-1	-3	8	-1	-2
#27 CCn1cc(C(=O)O)c(=O)c2cc3c(cc21)OCO3
 : 3	1	6	9	-5	-1	2	-1	-5
#28 N#Cc1cccc(NC(=O)CNc2cccc(S(=O)(=O)N3CCCCC3)c2)c1
 : 6	1.1	-2	-5	-2	-6	16	1	-3
#29 C=CCOc1cccc(C2C(C(=O)c3ccc(C)o3)=C(O)C(=O)N2Cc2ccncc2)c1 (stereo not given)
 : -4	1	-18	-3	-5	0	11	-2	-1
#30 COc1ccc(C(=O)COC(=O)CCC(=O)c2cccs2)cc1
 : 11	1	-57	20	-9	-1	25	-4	-1
#31 Cc1cc(C(=O)N/N=C2\CC(=O)c3ccccc32)c(C)n1-c1ccc(F)cc1
 : 12	0.82	11	35	-4	18	8	2	-4
#32 CCCC(c1nnnn1Cc1cccs1)N1CCN(C)CC1 (stereo not given)
 : 4	1	-3	9	-1	-5	15	2	1
#33 Cc1cccc(C)c1OCc1nnc(SCC(=O)Nc2nccs2)o1
 : -3	0.93	-22	-9	-5	7	-8	1	-2
#34 CCn1c(SCC(=O)Nc2ccc(N(C)C)cc2)nnc1-c1cccc(C)c1
 : 13	1.1	6	9	-7	-5	26	-4	-3
#35 O=C(COc1ccc(Br)cc1)NN1C(=O)c2ccccc2C1=O
 : -5	0.88	2	16	-2	12	1	3	-3
#36 Cc1ccc([C@@H]2[C@@H]3C(=O)N(c4ccccc4)C(=O)[C@@H]3[C@]3(C)C(=O)N(Cc4ccc(-c5ccccc5)cc4)CC(=O)N23)o1
 : -4	1	5	6	4	-4	0	1	-4
#37 COc1ccccc1C(=O)NNC(=O)C1CCCO1 (stereo not given)
 : -5	0.92	8	15	-5	8	0	0	-1
#38 CCOc1ccc(C(c2c(NC(=O)c3ccco3)sc(C)c2C)N2CCOCC2)cc1 (stereo not given)
 : 16	0.97	8	17	-6	3	21	-4	-7
#39 CCn1c(SCC(=O)c2ccccc2)nc2ccccc2c1=O
 : -24	0.96	8	23	-2	4	27	-4	-3
#40 Fc1cc2[nH]c(=S)[nH]c2cc1Cl
 : 3	0.76	13	13	15	24	2	-1	-2
#41 C#CCOCCOCCOCCNc1nc(N2CCN(C(=O)[C@H]([C@@H](C)CC)n3cc([C@@H](N)CO)nn3)CC2)nc(N2CCN(C(=O)[C@H]([C@@H](C)CC)n3cc([C@@H](N)CO)nn3)CC2)n1
 : 13	0.96	0	1	-11	4	6	-4	-3
#42 CNC(=S)NNC(=O)c1sccc1OCc1cccc(C(F)(F)F)c1
 : -14	1.1	-61	10	-10	-6	17	-4	1
#43 Cc1nnc(SCC(=O)Nc2ccc(O)cc2)c2ccccc12
 : 1	1	-13	6	-5	-1	17	-6	3
#44 Cc1cc(C)c(NC(=S)N2CCCC2C(=O)O)c(C)c1 (stereo not given)
 : 8	0.96	6	22	19	4	1	-1	3
#45 COC(=O)[C@@H]1C[C@@]2(O)[C@H](O)[C@H](O)[C@H](O)C[C@H]2N1Cc1cc(F)ccc1F
 : 8	0.61	-3	1	-5	39	-18	1	-2

Later entries
No.	SMILES	TIM10 inh	mIAP activ	hIAP inh	NLRP3 yeast inh	A3G deaminase	mIAP block	tim10-1 inh	A3A deaminase	MIN6 prolif
46	CCN1CC(C)C(O)(c2ccccc2)CC1C (stereo not given)	0	0.91	13	-1	-8	9	2	-18	-2
47	CN1CCN(S(=O)(=O)c2cccc(C(=O)Nc3cc(C(N)=O)cc(C(N)=O)c3)c2)CC1	-14	1.1	-4	5	6	-8	-7	7	-2
48	O=S(=O)(c1cnc(Cl)c(Br)c1)N1CCCCCC1	-3	1.1	2	53*	-7	-12	11	-6	-4
49	COc1ccc(/C=C2\SC(=O)N(CCNC(=O)Cn3[nH]c(=O)c4ccccc4c3=O)C2=O)cc1	-12	0.93	-10	6	-1	7	-3	4	-1
50	Cc1ccc(-n2c(-c3ccco3)nc3nc4ccccc4nc32)cc1	13	0.83	10	22	21	17	11	-3	1
51	CNc1nc(-c2cccs2)cc(C(F)(F)F)c1C#N	6	1.1	-21	5	-3	-8	-8	2	-2
52	COc1cc(C2Nc3ccccc3NC3=C2C(=O)CC(C)(C)C3)cc(OC)c1OC(C)=O (stereo not given)	9	1	9	4	-6	-5	15	-4	-1
53	Cc1ccc2c(c1)N(CC(=O)N1CCCC1)C(=O)C(C)O2 (stereo not given)	4	1	7	15	16	-2	3	1	-4
54	c1ccc2c(c1)OC(CCCN1CCCCC1)c1ccccc1S2 (stereo not given)	6	1.1	-10	35	-8	-9	18	-2	-5
55	CC(C)C(=O)N=c1sc2cccc(F)c2n1C	-12	1	-15	25	-4	-2	9	0	-1
56	CCCC(CCC)C(=O)NC1CCN(Cc2ccccc2)CC1	-18	0.99	-12	9	0	1	-18	0	-2
57	CCN(CC)c1ccc(C(=O)OCC(=O)Nc2ncccn2)cc1	-20	1.1	-10	-10	-4	-5	-7	-3	0
58	CCNC(=O)c1ccc2c(c1)C1C3CCC(C3)C1C(c1ccccc1)N2 (stereo not given)	41*	1.3	-10	7	-3	-26	59*	6	-4
59	CSCCC(NC(=O)C1CC1)c1nc2ccccc2[nH]1 (stereo not given)	-2	0.98	4	6	-1	2	-1	0	0
60	CC(C)=CCC/C(C)=C/CC/C(C)=C/COc1ccc2ccc(=O)oc2c1	-5	0.91	-4	1	-5	10	0	-4	-4
61	Cc1ccc(C)c(SCC(=O)Nc2cccnc2Cl)c1	-3	1.1	10	35	-3	-8	-25	3	-2

Some entries already given, limited to mIAP activ, hIAP inh and TIM10 inh:
item	SMILES	mIAP activ	hIAP inh	TIM10 inh
56	CCCC(CCC)C(=O)NC1CCN(Cc2ccccc2)CC1	0.99	-12	-18
57	CCN(CC)c1ccc(C(=O)OCC(=O)Nc2ncccn2)cc1	1.1	-10	-20
58	CCNC(=O)c1ccc2c(c1)C1C3CCC(C3)C1C(c1ccccc1)N2 (stereo not given)	1.3	-10	41*
59	CSCCC(NC(=O)C1CC1)c1nc2ccccc2[nH]1 (stereo not given)	0.98	4	-2
60	CC(C)=CCC/C(C)=C/CC/C(C)=C/COc1ccc2ccc(=O)oc2c1	0.91	-4	-5
61	Cc1ccc(C)c(SCC(=O)Nc2cccnc2Cl)c1	1.1	10	-3

Compounds listed so far with two or more sulfur atoms:
No.	SMILES	TIM10 inh	mIAP activ	hIAP inh	NLRP3 yeast inh	A3G deaminase	mIAP block	tim10-1 inh	A3A deaminase	MIN6 prolif
6	S=c1nc(-c2csc3c2CCCC3)[nH][nH]1	10	0.91	-6	29	0	9	18	1	0
13	Cn1c(C(=O)N2CCCC(C(=O)NCc3cccs3)C2)cc2sccc21 (stereo not given)	2	0.96	38*	15	1	4	13	-3	2
33	Cc1cccc(C)c1OCc1nnc(SCC(=O)Nc2nccs2)o1	-3	0.93	-22	-9	-5	7	-8	1	-2
42	CNC(=S)NNC(=O)c1sccc1OCc1cccc(C(F)(F)F)c1	-14	1.1	-61	10	-10	-6	17	-4	1
